High-throughput results: PubChem BioAssay, several laboratories
GALR2 blocker = GALR2 antagonists in receptor-expressing cells, primary screen; Galanin receptor type 2 (Homo sapiens), O43603; antagonist mode; inhibition, % at 4 µM; 140,000 tested, 0.39% active; AID 828, 2007; in the data active means inhibition above about 27%;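 further: cells stimulated with galanin 1-16 at roughly its EC80; 0% = agonist challenge control and 100% = basal control without agonist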
Target sequence (O43603 whole entry, looked up): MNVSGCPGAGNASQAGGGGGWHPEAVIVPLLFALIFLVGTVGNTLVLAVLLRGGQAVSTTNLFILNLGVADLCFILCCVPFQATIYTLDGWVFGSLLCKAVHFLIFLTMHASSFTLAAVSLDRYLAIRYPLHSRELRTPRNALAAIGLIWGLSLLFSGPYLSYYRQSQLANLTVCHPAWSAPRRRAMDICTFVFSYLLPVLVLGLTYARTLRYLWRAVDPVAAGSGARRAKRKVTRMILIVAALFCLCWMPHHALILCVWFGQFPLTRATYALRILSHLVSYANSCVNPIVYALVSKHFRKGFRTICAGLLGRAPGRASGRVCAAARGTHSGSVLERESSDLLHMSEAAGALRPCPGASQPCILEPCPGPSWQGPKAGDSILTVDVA
Yeast lifespan up = compounds extending yeast replicative lifespan, primary screen, S. cerevisiae, OD615 | S. cerevisiae growth with nicotinamide; deaD strain in restrictive glucose medium | inhibition of the nicotinamide effect, % at 10 µM | 130,000 tested, 0.68% active | AID 775, 2007;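 active means inhibition above a set limit, placed 3 SD over the median of all compounds, cut at about 26% in these data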;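 further: 0% = nicotinamide-treated wells and 100% = cells grown without nicotinamide; some compounds called inactive have numbers as strong as hits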
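System: DeaD-strain S. cerevisiae / Buffer or medium: CSMM-D, restrictive glucose (dextrose) synthetic minimal medium / Probe or stimulus: nicotinamide, 1.5 mM, co-present with compound / Compound: one concentration, 10 µM, DMSO 0.25% / Incubation: 48 h compound exposure at 30 °C, humidified / Technique: optical density (absorbance) at 615 nm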
bCat KO growth = primary screen for growth suppressors in beta-catenin knockout HCT116 cells (colon tumor, human). HCT116 beta-catenin knockout viability, CellTiter-Glo, 60 h; stronger effect = lower value. viability, % at 10 µM. 140,000 tested, 1.5% active. AID 818, 2007;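 active means viability at or under a set limit, the compound median less 4 SD, cut at about 6% in these data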;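 further: 0% = Hyamine 1622 control at 20 µM and 100% = untreated cell control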
Yeast growth inh = growth inhibitors of yeast BB579 in restrictive medium, primary screen, yeast lifespan-shortening project, S. cerevisiae; OD615, 48 h; inhibition, % at 10 µM; 140,000 tested, 0.51% active; AID 804, 2007;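 active means inhibition above a set limit, 3 SD over the mean compound inhibition, cut at about 44% in these data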; further: inactives centre near -24
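Material: Saccharomyces cerevisiae DeaD strain BB579, replicative lifespan model yeast; buffer or medium: CSMM-D restrictive synthetic medium containing dextrose (glucose); compound: 10 µM single dose, DMSO 0.25%; timing: 48 h compound exposure at 30 °C after 4 h preincubation; signal: turbidity as optical density at 615 nm; benchmarks: positive control amphotericin B 10 µg/mL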
Phagocytosis inh = inhibitors of macrophage phagocytosis, primary screen, imaging, J774A.1 cells, IgG beads; 110,000 tested, 0.07% active; AID 1029, 2008; J774A.1 macrophage IgG-bead phagocytosis; inhibition, % at 5 µM;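 active means inhibition above the mean of the plate negative controls plus 5 SD, cut at about 13% in these data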;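 further: phagocytic index as fraction of beads internalized from green versus red external bead signal; plate controls were DMSO negative control for no effect and cytochalasin-D positive control for full effect; some results beyond the cut were filed as inactive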
HCT116 PTEN-null = growth suppression of PTEN-null HCT116, primary screen, cell-based, CellTiter-Glo | AID 827, 2007 | 140,000 tested, 1.2% active | viability, % at 10 µM | HCT116 PTEN-null viability, 60 h; stronger effect = lower value;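 active means viability at or below a set limit, 4 SD under the median of all tested compounds, cut at about 3.7% in these data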;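 further: PTEN knockout HCT116 line with beta catenin targeted HCT116 as companion control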
E-sel TNF inh = E-selectin induction blockers in HUVEC – imaging, immunofluorescence, high content, primary screen; 120,000 tested, 0.71% active; HUVEC TNFa-induced E-selectin immunofluorescence; inhibition, % at 2 µM;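 active means inhibition above the batch mean plus 3 SD, and confirmed as a hit on visual image review, cut at about 43% in these data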;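 further: 0% = TNF-stimulated DMSO wells and 100% = unstimulated control wells; not every result past the cut was called active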
NPY-Y2 antag = NPY-Y2 receptor antagonists, primary screen, cell-based. Neuropeptide Y receptor type 2 (Homo sapiens), P49146. NPY-Y2 expressing cells, antagonist mode. inhibition, % at 2.7 µM. 140,000 tested, 0.99% active. AID 793, 2007; in the data active means inhibition above about 17%;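 further: 0% = vehicle with agonist challenge and 100% = reference antagonist with challenge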
Target sequence (P49146 whole entry, looked up): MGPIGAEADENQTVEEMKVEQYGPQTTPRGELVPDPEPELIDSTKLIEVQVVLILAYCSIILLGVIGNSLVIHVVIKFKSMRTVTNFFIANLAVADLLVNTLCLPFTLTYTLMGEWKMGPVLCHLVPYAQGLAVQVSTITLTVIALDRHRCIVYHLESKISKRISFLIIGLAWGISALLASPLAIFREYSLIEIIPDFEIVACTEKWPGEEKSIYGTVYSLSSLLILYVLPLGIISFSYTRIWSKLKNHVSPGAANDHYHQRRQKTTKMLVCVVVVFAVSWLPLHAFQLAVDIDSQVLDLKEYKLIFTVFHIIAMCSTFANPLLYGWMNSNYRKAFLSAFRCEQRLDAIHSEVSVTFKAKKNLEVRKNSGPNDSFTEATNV
Measles CPE = compounds protecting cells from measles virus cytopathic effect, primary screen, measles RdRp inhibitor project, single point, MLSMR library, absorbance; Measles virus-infected cells, CPE protection; protection (pct of control), % at 4 µM; 140,000 tested, 1.5% active; AID 841, 2007; in the data active means protection mostly above about 24%, no sharp cut-off; inactive means mostly below about 26%; further: some compounds called inactive have numbers as strong as hits
MRP-1 activ = H69AR viability gain despite doxorubicin, primary screen, MRP-1 activator project, H69AR cells, CellTiter-Glo. viability increase, % at 10 µM. 140,000 tested, 0.61% active. AID 799, 2007. viability rescue;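 active means viability gain under doxorubicin at or above a set limit, the compound median plus 3 SD, cut at about 4.7% in these data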;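 further: MRP-1 overexpressing cells given doxorubicin 25 µM after compound pretreatment; 18-22 h compound pretreatment then 72 h with doxorubicin before readout; 0% = doxorubicin-only wells and 100% = vehicle-treated cells without doxorubicin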
Active calls of the source: *; · = not tested or not shown. No enrichment for hits; overall some 6.1% were active at least once.

SMILES	GALR2 blocker	Yeast lifespan up	bCat KO growth	Yeast growth inh	Phagocytosis inh	HCT116 PTEN-null	E-sel TNF inh	NPY-Y2 antag	Measles CPE	MRP-1 activ
CC(=O)NC(=S)Nc1ccc(-c2nc3ccc(C)cc3s2)cc1	-6	-11	49	-49	0	25	-38	0	12	-5.3
O=C(Nc1nnc(SCc2ccc(Cl)cc2Cl)s1)C1COc2ccccc2O1 (stereo unspecified)	-1	-6	90	-38	·	95	-13	-1	3	-1.3
Cc1noc(C)c1COC(=O)COc1cccc2c1OC(C)(C)C2	5	-11	107	3	-1	93	10	-1	15	-0.6
Cc1cccc(NC(=S)N/N=C/c2cccc([N+](=O)[O-])c2)c1	6	-9	95	-49	-1	102	-48	5	11	-0.8
CC1CCCCC1NC(=O)COC(=O)c1ccc(S(=O)(=O)NCc2ccco2)cc1 (stereo unspecified)	16	-16	80	-11	0	89	·	-1	4	-1.6
O=C1c2ccccc2C(=O)N1CCC(=O)N1CCCc2ccccc21	0	-13	97	-4	0	101	-17	4	5	-1.5
CCOC(=O)CC(=O)CSc1nc2nc(C)cc(C)n2n1	-6	-2	95	-26	-1	98	11	-1	19	-2.0
O=[N+]([O-])c1ccc(Cl)c(/C=N/N2CCN(Cc3ccccc3Cl)CC2)c1	-6	-14	95	-60	·	85	-29	7	9	-0.5
O=C(Nc1cc(C(F)(F)F)ccc1N1CCOCC1)C1Cc2ccccc2CN1C(=O)c1ccco1 (stereo unspecified)	-11	-6	72	-11	0	63	12	19*	6	-3.7
Cc1ccc(NC(=O)CSCc2c(C)noc2C)cc1C	4	-10	97	9	0	94	-44	-2	22	-0.9
CC(C)=CCCC(C)NC(=O)NC1CCCCC1 (stereo unspecified)	13	·	93	-6	·	83	-4	1	27*	0.1
Cc1cnc(NC(=O)CSc2nnc(C)s2)s1	0	3	100	-52	-1	118	0	-2	0	0.5
COC(=O)Cc1ccc(N(Cc2ccccc2F)S(=O)(=O)c2ccc(Br)cc2)cc1	-4	10	76	-29	19	83	-13	3	19	-1.9
Cc1csc(N)n1	10	9	96	-55	·	91	·	0	54	-0.3
Cn1cnc([N+](=O)[O-])c1S(=O)(=O)c1ccc(Cl)cc1	38*	13	1.6*	25	1	1.7*	9	-1	1	-5.3
CN=C(Nc1ccccc1OC)SC1CC(=O)N(c2ccc(C(=O)OC)cc2)C1=O (stereo unspecified)	5	-3	101	2	1	101	-15	-3	13	-1.5
Cc1onc(-c2ccccc2)c1C(=O)Nc1sc2c(c1C#N)CCC2	7	-10	36	-21	-1	26	-54	4	5	-1.1
COc1cc(C(=O)Nc2nc(C)c(Cc3ccc4c(c3)OCO4)s2)cc(OC)c1OC	-2	-1	18	-55	11	15	-12	3	3	-1.6
N#Cc1c(Cl)nc(SCc2ccccc2)nc1-c1ccccc1	-11	-25	91	-7	7	99	-3	9	6	-1.7
O=C(Cn1[nH]c(=O)c2ccccc2c1=O)OCC(=O)N(Cc1ccccc1)Cc1ccccc1	-1	-5	92	-4	-1	95	-19	13	3	-2.5
O=c1[nH]c(CS(=O)(=O)c2ccccc2)nc2ccccc12	5	·	81	-17	·	84	-11	2	19	-2.8
CCOC(=O)c1ccc(Nc2nnc(C(C)(C)C)c(=O)[nH]2)cc1	3	-11	50	-1	2	44	·	3	4	-5.2
Cc1oc2ccc(OC(=O)c3cccs3)cc2c1C(=O)OC(C)C	-6	-3	95	-48	-3	95	-6	6	4	-0.8
CCOc1ccccc1/C=C(/NC(=O)c1ccccc1)C(=O)N(CC)CC	-3	0	89	-22	·	81	·	2	7	-1.9
O=C(Nc1cccc(Cn2cccn2)c1)c1cc2c(s1)CCCC2	5	-3	69	15	-6	76	12	6	5	2.6

Compound profiles, as listed above.
Shown for `Cc1csc(N)n1` → GALR2 blocker = 10; Yeast lifespan up = 9; bCat KO growth = 96; Yeast growth inh = -55; Phagocytosis inh = ·; HCT116 PTEN-null = 91; E-sel TNF inh = ·; NPY-Y2 antag = 0; Measles CPE = 54; MRP-1 activ = -0.3
Shown for `COC(=O)Cc1ccc(N(Cc2ccccc2F)S(=O)(=O)c2ccc(Br)cc2)cc1` → GALR2 blocker = -4; Yeast lifespan up = 10; bCat KO growth = 76; Yeast growth inh = -29; Phagocytosis inh = 19; HCT116 PTEN-null = 83; E-sel TNF inh = -13; NPY-Y2 antag = 3; Measles CPE = 19; MRP-1 activ = -1.9
Shown for `COc1cc(C(=O)Nc2nc(C)c(Cc3ccc4c(c3)OCO4)s2)cc(OC)c1OC` → GALR2 blocker = -2; Yeast lifespan up = -1; bCat KO growth = 18; Yeast growth inh = -55; Phagocytosis inh = 11; HCT116 PTEN-null = 15; E-sel TNF inh = -12; NPY-Y2 antag = 3; Measles CPE = 3; MRP-1 activ = -1.6

The list continues:
SMILES	GALR2 blocker	Yeast lifespan up	bCat KO growth	Yeast growth inh	Phagocytosis inh	HCT116 PTEN-null	E-sel TNF inh	NPY-Y2 antag	Measles CPE	MRP-1 activ
CCc1ccc(NC(=O)c2ccc3nc(N)sc3c2)cc1	-14	-13	58	3	·	68	-9	-3	27	-3.5
COc1ccc(C(=O)c2ccc(Cl)cc2)cc1	-13	-23	100	-29	2	112	24	4	26	-1.8
O=C(NC1CCCCC1)[C@H](O)[C@@H](O)C(=O)NC1CCCCC1	13	-4	83	-24	1	96	·	2	8	0.3
CS(=O)(=O)N(CC(=O)Nc1cccc(F)c1)Cc1ccccc1	-4	-11	91	7	-1	90	-43	0	10	-1.4
CN(C)S(=O)(=O)c1ccc(NC(=O)COC(=O)c2n[nH]c3ccccc23)cc1	10	-13	77	-61	3	70	-26	-2	19	-2.4
Cc1cc(-c2ccccc2)c2c3c(c(-c4ccccc4)n2n1)c(=O)n(C)c(=O)n3C	14	-10	62	-53	·	56	·	1	2	-0.8
COc1ccc2c(c1)c1ncn(CCc3ccccc3)c(=O)c1n2C	-7	-10	79	-45	-2	87	4	4	7	-2.5
OC(COCCOc1ccc(Br)cc1)CN1CCN(Cc2ccccc2)CC1 (stereo unspecified)	-1	-1	18	-9	-1	19	·	10	10	4.5
O=C(O)C1CCCN1S(=O)(=O)c1ccccc1 (stereo unspecified)	0	·	100	-4	·	106	29	6	15	2.7
Cc1cc(NC(=O)CSc2nc3c(c(-c4cccnc4)c2C#N)CCC3)no1	-8	-11	102	-45	0	94	-4	3	18	-0.8
CC(C)N(C(=O)Nc1ccc2nccnc2c1)C(C)C	-1	-24	114	-29	-1	108	·	2	1	-2.3
CCCCNC(=O)[C@H](CSCc1ccccc1)N1Cc2ccccc2C1=O	-7	7	95	-8	·	94	8	0	8	-1.6
Cc1cnc2cc(Cl)c(Cl)cc2n1	9	·	100	-11	·	95	-45	1	12	-1.4
O=C(Nc1cc2c(oc1=O)CCCC2=O)c1cccc(Cl)c1	4	-4	88	-28	·	95	13	1	7	-0.6
Cc1ccccc1OC/C(O)=C(\C#N)c1nc2ccccc2[nH]1	9	-25	79	-49	·	75	·	1	4	-3.0
Cn1nc(CC(=O)Nc2ccc3c(c2)OCCO3)c2ccccc2c1=O	36*	-9	18	-52	-2	28	11	7	22	-0.9
CCOC(=O)N1CCN(C(=O)C2CCCN(c3nc4ccc(OCC)cc4s3)C2)CC1 (stereo unspecified)	-10	-8	98	-21	0	104	18	2	6	-1.4
CN(C)CCNC(=O)c1ccc(CS(=O)(=O)c2c(Cl)cccc2Cl)o1	-1	1	102	17	0	107	-8	0	11	0.5
COc1ccc(CCNC(=O)c2c(-c3ccccc3)noc2C)cc1OC	5	-8	90	-12	·	85	-27	3	20	-0.2
COc1cc(C(=O)N(Cc2ccco2)Cc2cc3ccccc3[nH]c2=O)cc(OC)c1OC	-1	0	95	-46	-4	90	·	3	22	-2.4
O=S(=O)(c1ccc2ccccc2c1)N1CCCOC1	17	-4	94	-11	-1	89	3	2	2	0.6
Cc1ccc(C)c(Cn2nnc3c(=O)[nH]c(C(=O)NCC4CCCO4)nc32)c1 (stereo unspecified)	-9	-7	92	-23	·	89	21	6	16	-2.9
CCOc1ccc(Nc2ncnc3c2cnn3Cc2ccccc2)cc1	12	-28	84	-9	·	79	·	-2	14	1.4
Cc1ccc(N2C(=O)C(c3c(C)[nH]n(-c4ccccc4)c3=O)(C(F)(F)F)C3=C2CC(C)(C)CC3=O)cc1 (stereo unspecified)	-7	-8	95	-37	-2	98	-11	1	15	0.1
Cc1ccc(N2C(=O)/C(=C/c3cccnc3)SC2=S)cc1	-3	-1	84	-3	2	86	2	-2	8	0.4
CC1(C)Cc2c(sc3nc(SCC(=O)N4CCOCC4)nc(N)c23)CO1	14	-3	95	9	-1	97	-54	0	15	0.0
CCCc1nc2n[nH]c(N)c2c2c1COC(C)(C)C2	-4	-6	97	-28	-1	89	-5	-2	2	-3.5
COc1ccc(CCC(C)NC2C3CC4CC(C3)CC2C4)cc1 (stereo unspecified)	-4	-3	84	-24	·	87	36	10	1	-1.1
O=C(NC12CC3CC(CC(C3)C1)C2)N1CCN(S(=O)(=O)c2ccc(Cl)cc2)CC1	6	-20	108	-25	-1	108	-29	1	2	-0.5
COc1ccc(S(=O)(=O)N(CCc2ccccc2)CC(=O)N/N=C/c2ccc3c(c2)OCO3)cc1	3	0	76	-28	1	76	10	4	19	0.7

Part of the list above in order of heavy-atom count, descending.
SMILES	GALR2 blocker	Yeast lifespan up	bCat KO growth	Yeast growth inh	Phagocytosis inh	HCT116 PTEN-null	E-sel TNF inh	NPY-Y2 antag	Measles CPE	MRP-1 activ
Cc1ccc(C)c(Cn2nnc3c(=O)[nH]c(C(=O)NCC4CCCO4)nc32)c1 (stereo unspecified)	-9	-7	92	-23	·	89	21	6	16	-2.9
COc1ccc(CCNC(=O)c2c(-c3ccccc3)noc2C)cc1OC	5	-8	90	-12	·	85	-27	3	20	-0.2
Cn1nc(CC(=O)Nc2ccc3c(c2)OCCO3)c2ccccc2c1=O	36*	-9	18	-52	-2	28	11	7	22	-0.9
COc1ccc(C(=O)c2ccc(Cl)cc2)cc1	-13	-23	100	-29	2	112	24	4	26	-1.8
